# BoNT F protease: BoNT F light chain protease inhibition; Multiplex microsphere protease cleavage assay, flow cytometry; hit rate 0.22% among 360,000; inhibition, % at 10 µM; in the data active = inhibition above about 35%, passing the limit was not always enough; inconclusive = no clear call, values can overlap the other calls; note: plate controls were buffer without enzyme for full effect and enzyme alone for no effect
# Mtb UGM inh: Mtb UDP-galactopyranose mutase inhibition. P9WIQ1. purified UGM, fluorescence polarization probe displacement. inhibition, % at 10 µM. hit rate 0.06% among 320,000; in the data active = inhibition above about 10%, passing the limit was not always enough; inconclusive = no clear call, values can overlap the other calls
# Target sequence (P9WIQ1 whole entry, looked up): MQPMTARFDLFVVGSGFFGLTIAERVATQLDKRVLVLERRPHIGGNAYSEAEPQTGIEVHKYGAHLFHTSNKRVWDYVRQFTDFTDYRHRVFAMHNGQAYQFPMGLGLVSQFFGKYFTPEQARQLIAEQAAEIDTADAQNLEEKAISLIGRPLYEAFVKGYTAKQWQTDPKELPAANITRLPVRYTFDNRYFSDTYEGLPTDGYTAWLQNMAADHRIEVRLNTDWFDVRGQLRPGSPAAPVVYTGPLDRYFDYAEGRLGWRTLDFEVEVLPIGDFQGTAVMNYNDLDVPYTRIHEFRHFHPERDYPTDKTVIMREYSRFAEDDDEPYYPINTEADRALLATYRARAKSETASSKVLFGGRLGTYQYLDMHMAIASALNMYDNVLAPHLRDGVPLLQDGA
# FBA Mtb inh: inhibitors of M. tuberculosis fructose-bisphosphate aldolase. purified M. tuberculosis FBA, fluorescence read-out. hit rate 2.3% among 360,000. inhibition, % at 1 µM. P9WQA3; in the data active = inhibition above about 27%;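 note: 0% = vehicle and 100% = reference inhibitor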
# Target sequence (P9WQA3 whole entry, looked up): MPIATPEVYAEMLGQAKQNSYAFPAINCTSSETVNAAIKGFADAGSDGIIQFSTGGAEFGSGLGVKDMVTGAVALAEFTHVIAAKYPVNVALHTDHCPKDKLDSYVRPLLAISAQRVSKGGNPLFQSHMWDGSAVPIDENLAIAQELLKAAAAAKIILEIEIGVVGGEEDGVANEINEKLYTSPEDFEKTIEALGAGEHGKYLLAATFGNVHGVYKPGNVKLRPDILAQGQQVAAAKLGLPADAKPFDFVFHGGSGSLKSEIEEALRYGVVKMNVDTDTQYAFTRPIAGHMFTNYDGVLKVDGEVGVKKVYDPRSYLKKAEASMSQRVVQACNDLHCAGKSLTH
# GDH-TPI counter: inhibits GDH-TPI coupling enzymes, artifact for Mtb FBA screen. inhibition, % at 4.8 µM. AID 588335. hit rate 1.2% among 360,000. GDH-TPI coupled enzyme counterscreen, NADH absorbance; in the data active = inhibition above about 30%;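 note: 0% = DMSO wells and 100% = wells lacking the enzyme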
# BoNT-A LC inh2: BoNT A light chain protease inhibition | multiplex microsphere protease substrate cleavage, flow cytometry | hit rate 0.17% among 360,000 | inhibition, % at 10 µM | AID 588499; note: plate controls were buffer without enzyme for full effect and enzyme alone for no effect
# Anthrax LF inh2: blocks Bacillus anthracis lethal factor protease; P15917; multiplex microsphere protease cleavage assay, LF; inhibition, % at 10 µM; hit rate 0.12% among 360,000; AID 588501; note: plate controls were buffer without enzyme for full effect and enzyme alone for no effect
# Mtb BioA inh: blocks M. tuberculosis BioA enzyme activity; purified M. tuberculosis BioA enzyme, plate reader; inhibition, % at 9.99 µM; hit rate 0.096% among 360,000; in the data active = inhibition above about 40%; inconclusive = no clear call, values can overlap the other calls
# PfHsp40 yeast: compounds rescuing yeast from Plasmodium falciparum HSP40 toxicity; S. cerevisiae expressing PfHsp40, growth rescue, ATP luminescence; growth rescue, % at 12.5 µM; hit rate 0.68% among 340,000; in the data active = growth rescue above about 28%, passing the limit was not always enough; inconclusive = no clear call, values can overlap the other calls;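 note: yeast W303a lacking pdr1 and pdr3 grown in galactose medium; growth measured after three days at 30 °C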
# FadD28 binding: blocks FadD28 binding to the bisubstrate probe; fluorescence polarization; AID 588549; hit rate 0.22% among 360,000; inhibition, % at 12.5 µM; in the data active = inhibition above about 8.5%, passing the limit was not always enough; inconclusive = no clear call, values can overlap the other calls
# * hit, by the source's call; u = inconclusive; x = not tested or not shown. Cut-off read from the data, not from the text of the source, unless noted: active = inhibition above about 30%; inconclusive = no clear call, values can overlap the other calls; inactive = below that. Rows are unselected, and some 4.7% of all compounds hit somewhere here.
SMILES	BoNT F protease	Mtb UGM inh	FBA Mtb inh	GDH-TPI counter	BoNT-A LC inh2	Anthrax LF inh2	Mtb BioA inh	PfHsp40 yeast	FadD28 binding
OC(COc1ccccc1)CSc1ncn[nH]1 (configuration not stated)	-6	0.6	0	11	-1.6	-3	1.5	-0.3	-0.5
O=C1c2cccc(OCC(=O)N3N=C(c4cccs4)CC3c3ccc(F)cc3)c2CCN1Cc1cccnc1 (configuration not stated)	-1	1.2	3	23	-0.2	-3	x	0.1	-3.4
O=C(O)CN1C(=O)CC(Cc2ccc(Cl)cc2)C1=O (configuration not stated)	-4	0.8	1	6	1.8	-16	-1.2	-2.5	0.1
CCc1noc(C)c1C(=O)OCC(=O)c1ccc(NC(=O)CC(C)C)cc1	-2	x	-3	9	0.1	4	x	x	-1.8
Cn1cc(CN2CCCC(CNS(=O)(=O)c3cccc4cccnc34)C2)cn1 (configuration not stated)	-10	0.9	2	2	-4.4	-1	-1.0	-0.4	-0.6
CC1(C)OC(=CC=Nc2ccc(Cl)cc2)OC1(C)C	x	-4.8	49*	20	x	x	-0.8	0.2	-1.0
COc1ccc(CC(=O)n2[nH]c(=O)cc(C)c2=O)cc1OC	x	-1.2	1	2	x	x	-0.7	0.1	0.8
COC(=O)N/N=C/c1ccccc1OCc1ccccc1	-2	1.5	1	5	-0.6	-2	1.0	-2.5	-2.0
COc1ccc(CC(=O)NNC(=O)c2ccc(SCc3cc(F)ccc3F)c([N+](=O)[O-])c2)cc1	1	-0.6	-1	18	0.3	-1	-3.0	-2.2	-1.9
CCn1c(SCC(=O)Nc2cc(C)ccc2C)nnc1-c1cnccn1	0	1.1	-1	6	-0.3	-10	-0.5	-1.0	-1.3

# Two entries picked at random from those above:
SMILES	BoNT F protease	Mtb UGM inh	FBA Mtb inh	GDH-TPI counter	BoNT-A LC inh2	Anthrax LF inh2	Mtb BioA inh	PfHsp40 yeast	FadD28 binding
COc1ccc(CC(=O)n2[nH]c(=O)cc(C)c2=O)cc1OC	x	-1.2	1	2	x	x	-0.7	0.1	0.8
CCc1noc(C)c1C(=O)OCC(=O)c1ccc(NC(=O)CC(C)C)cc1	-2	x	-3	9	0.1	4	x	x	-1.8

# Continuation:
SMILES	BoNT F protease	Mtb UGM inh	FBA Mtb inh	GDH-TPI counter	BoNT-A LC inh2	Anthrax LF inh2	Mtb BioA inh	PfHsp40 yeast	FadD28 binding
COc1ccc(CC(=O)N2CCC(Nc3nc4ccccc4n3Cc3ccc(F)cc3)CC2)cc1	-12	-0.4	-2	-4	-1.0	-1	2.8	-1.1	-8.1
O=C(Cn1ncc2c3ccccc3n(Cc3ccccc3)c2c1=O)NCc1ccco1	-4	-4.0	4	1	-0.1	2	x	-0.2	-5.7
O=C(COc1coc(CN2CCc3ccccc3C2)cc1=O)Nc1cccc(F)c1	0	-2.4	-2	-2	-0.8	-3	1.0	1.2	0.6
Cc1ccc(CNC(=O)CN(Cc2ccccc2)S(C)(=O)=O)cc1	13	0.6	-1	4	0.2	3	0.2	2.1	-3.5
CC(C)(C)c1ccc(C(=O)/C=C2\NC(=O)CS2)cc1	-14	-1.1	2	48*	0.1	3	-0.3	1.0	-3.1
Cc1cc(/C=N/NC(=O)CC2(C)OCCO2)c(C)n1-c1ccc(Cl)c(Cl)c1	-17	-0.8	-1	1	-2.1	-4	2.8	2.0	-2.1
Cc1ccc(S(=O)(=O)NC2CC2)cc1[N+](=O)[O-]	-19	4.0	0	4	-3.5	-12	-0.4	-1.4	0.2
CCCCOC(=O)C1=C(C)NC(=O)NC1c1ccc(N(C)C)cc1 (configuration not stated)	u	1.1	-3	0	0.7	0	-1.9	-0.6	-1.0
COc1ccc(OC)c(C2NC(=O)NC(C)=C2C(=O)OCc2ccccc2)c1 (configuration not stated)	17	2.9	4	9	6.1	-10	-2.1	-0.6	-1.7
O=C(Nc1ccc(NC(=O)C23CC4CC(CC(C4)C2)C3)cc1)c1cc(F)c(F)cc1Cl	3	-0.3	-1	9	0.1	-1	x	-1.7	-2.1
Cc1onc(-c2c(F)cccc2Cl)c1C(=O)N1C=CC(C(F)(F)Cl)=NCC1	0	0.8	-1	20	-0.2	-16	0.5	0.1	-3.9
c1c2c(cc3sc(N4CCCCC4)nc13)OCCO2	-18	x	3	4	-3.0	-12	-0.4	-2.3	-0.9
COc1cc(Cn2nnc3ccccc32)cc(Br)c1O	3	-0.9	1	3	3.2	8	1.2	2.3	-2.2
O=C(CCCC(=O)NC1CCCCC1)Nc1ccc([N+](=O)[O-])cc1	u	-1.4	1	21	-2.6	17	-2.9	0.5	3.0
Cc1cc(NS(=O)(=O)c2ccc(NC(=O)c3ccc([N+](=O)[O-])c(Cl)c3)cc2)no1	-2	1.2	10	-2	-0.3	-4	0.6	0.5	-2.1
CCCN(C(=O)CSc1nc2ccccc2n1CC)C1CCS(=O)(=O)C1 (configuration not stated)	7	3.2	0	5	2.2	0	-0.2	-1.1	-0.8
Cc1ccc(N2C(=S)SC3CS(=O)(=O)CC32)cc1 (configuration not stated)	2	-0.2	1	-3	-0.5	-2	x	1.7	-2.6
Cc1cc(C)n2c(SCC(C)C)nnc2n1	-7	-0.3	3	-7	-0.4	-1	0.2	-1.0	-4.6
O=C(CN1CCN(Cc2ccccc2)CC1)c1ccccc1	-4	-1.9	-3	-12	0.1	-2	2.6	1.5	-4.8
Cc1ccccc1C(=O)N1CCN(c2ccc(NC(=O)c3cccs3)cc2)CC1	9	0.1	-2	4	4.6	-2	-1.3	-0.8	-1.7
COc1ccccc1N1CCN(C(=O)CSc2nc(C)c(Cc3ccccc3)c(=O)[nH]2)CC1	-12	3.5	-1	3	-1.4	-3	x	0.4	-2.2
O=C(Nc1ccccc1F)C1CCCN(S(=O)(=O)c2cccc3cccnc23)C1 (configuration not stated)	-3	0.4	5	12	-0.9	-10	-1.5	-0.2	-2.0
N#C/C(=C1\CCCN1)c1nc2ccccc2c(=O)[nH]1	-2	0.9	-2	8	-1.1	-7	0.0	-0.3	-3.6
C=CCn1c(=NC(=O)c2cccc(N3C(=O)CCC3=O)c2)sc2cccc(OC)c21	-2	-1.0	3	42*	-1.0	0	x	0.5	-1.2
CN(C)c1ccc(-c2nnn(CC(=O)Nc3ccccc3N3CCOCC3)n2)cc1	3	0.4	0	20	1.4	-4	0.4	4.6	0.6
CN1CCN(S(=O)(=O)c2ccc(Br)c3ccccc23)CC1	x	-0.8	-1	18	x	x	0.1	-0.9	-2.9
CC1CN(Cc2ccc(C#N)cc2Cl)CC(C)O1 (configuration not stated)	-6	1.7	2	-9	-0.8	-3	x	-1.3	-2.4
O=C(Nc1cccc2cccnc12)c1cccnc1	7	-0.5	1	2	6.3	-1	32	0.3	-4.4
O=S(=O)(Nc1ccc(Cl)cn1)c1ccc2c(c1)OCCO2	1	1.9	0	2	0.8	-3	-1.9	1.7	-1.6
Cc1cc(C(=O)NNC(=O)C2CCCC2)c(C)o1	-2	-2.6	2	-2	-1.8	-4	-1.1	0.9	-3.2
O=C(O)CN(Cc1ccco1)S(=O)(=O)c1ccccc1	-8	2.2	-3	-11	-0.3	-8	-1.2	-1.0	-3.2
CC(=O)c1cc(-c2ccccc2)n(CC(=O)Nc2cc(C)cc(C)c2)c1C	-3	-1.0	1	13	-0.8	-1	0.3	-0.1	0.2
N#C/C(=C(/O)COc1ccccc1)c1nnc2n1CCCCC2	-2	0.7	-8	-6	-0.4	-4	x	31*	-3.2
Cc1ccc(NC(=O)CSc2nc3[nH]c(=O)cc(O)c3s2)c(Br)c1	-10	-0.2	-1	25	-1.2	-7	2.8	9.4	-2.5
COc1cc2c(cc1OC)C(Nn1cnnc1)=NC1(CCCC1)C2	x	-0.5	3	1	x	x	-1.3	-0.4	-0.4
O=C(/C=C/c1cccc([N+](=O)[O-])c1)c1ccc([N+](=O)[O-])o1	1	0.3	4	41*	-0.3	-8	-4.3	-0.1	-0.4
O=C(CNC(=O)c1ccccc1)NCC(=O)OCC(=O)c1ccc([N+](=O)[O-])cc1	7	2.1	-2	2	0.3	-2	x	-0.9	-1.1
Cc1ccc(C(=O)COC(=O)CCN2C(=O)C3C4CCC(C4)C3C2=O)cc1C (configuration not stated)	-9	0.4	6	8	-2.5	0	-4.0	1.2	1.4
Cc1ccc(NC(=S)NC(=O)C2CCCC2)c(Br)c1	2	1.2	-3	-1	-0.1	0	1.5	119*	-5.5
C=C(C)Cn1c(SCC(=O)O)nnc1-c1ccc(C(C)(C)C)cc1	2	-1.1	3	0	0.3	3	0.6	0.5	-3.8
C=CCNC(=O)c1onc(CSc2ccc(C)c(C)c2)c1C(=O)O	5	3.5	4	9	0.6	6	-3.6	0.9	-1.3
N#CCCN(Cc1cccnc1)C(=S)NCc1ccco1	-7	1.8	-2	8	-1.9	-1	x	-0.9	-5.5
CCOc1ccc2nc(NC(=O)CSc3cn[nH]n3)sc2c1	2	3.1	1	-7	0.8	4	-3.4	0.3	-6.3
COCCCNC(=S)N1CCN(Cc2ccc3c(c2)OCO3)CC1	3	-3.3	-9	-5	-0.9	-1	x	-0.5	-4.9
Cc1ccc(S(=O)(=O)CCC(=O)OCC(=O)NC2CCS(=O)(=O)C2)cc1 (configuration not stated)	u	-1.0	2	-12	-2.9	3	-0.7	-0.4	2.1
CCN1CCC(C(N)=O)CC1	-1	0.6	-3	4	-0.5	0	1.5	-1.8	-1.2
COc1ccc(CC(CN)c2ccccc2)cc1 (configuration not stated)	u	0.6	0	10	u	-5	3.9	0.7	-3.2
Cn1c(O)c(C=NC2CC3CCC2(C)C3(C)C)c(=O)[nH]c1=O (configuration not stated)	-29	0.8	0	3	0.1	-2	-0.5	1.2	-0.5
CCCCCCn1c(=O)c(-c2ccccc2)c(O)c2ccccc21	0	2.9	25	-3	0.6	-1	0.1	18	4.1
CC(CO)NS(=O)(=O)c1cc(Cl)ccc1F (configuration not stated)	-11	x	-2	3	-1.1	-2	-0.3	x	-2.5

# Continuation.
SMILES	BoNT F protease	Mtb UGM inh	FBA Mtb inh	GDH-TPI counter	BoNT-A LC inh2	Anthrax LF inh2	Mtb BioA inh	PfHsp40 yeast	FadD28 binding
CCCc1cc(=O)oc2cc(OCC(=O)NCCc3c[nH]c4ccc(OC)cc34)ccc12	0	2.2	-2	17	-0.2	2	-0.3	18	-1.7
Cc1ccc(NC(=O)C2=CC=CN3CCS(=O)(=O)N=C23)cc1	-7	-2.1	2	8	-2.6	10	-0.4	-0.3	-4.8
O=C(NNC(=O)c1ccc(Br)s1)NC1CCCCC1	-5	1.4	2	4	2.0	-1	-1.5	0.0	-2.2
COc1ccc(CC(C)NCCC(c2ccccc2)c2ccccc2)cc1 (configuration not stated)	-27	0.5	2	0	-2.0	-10	3.7	-0.4	-1.1
COc1ccc2nc(C3CCCCC3)nc(C3CCCCC3)c2c1	-9	-0.5	3	7	-0.3	-5	-1.4	0.1	0.7
CCOc1ccc(/C=N/Nc2cc(C)nc(N3CCOCC3)n2)cc1	0	0.0	1	14	0.2	-3	x	0.3	0.6
Cc1ccc(NC(=O)CN(C)C(=O)/C=C/c2cccs2)cc1	5	1.3	-2	30	0.8	0	-1.9	0.0	-2.7
CCCc1ccc(S(=O)(=O)N2CCN(C(C)C(=O)NC3CCCC3)CC2)cc1 (configuration not stated)	11	x	-4	-3	0.4	1	0.7	-1.5	-3.9
COc1ccc(NC(=O)N(C)C[C@H]2Oc3c(NC(=O)C4CCCCC4)cccc3C(=O)N([C@H](C)CO)C[C@@H]2C)cc1	-4	-2.1	1	-12	0.1	-11	-0.3	-1.9	-1.8
O=C1C(=O)N(Cc2ccccc2)C(=O)N1CCOc1ccccc1	6	x	0	2	-0.8	3	x	0.4	-1.5
C=CCn1c(O)c(C(CC)=NCc2ccc3c(c2)OCO3)c(=O)[nH]c1=O	x	1.3	5	5	x	x	-2.2	x	0.1
COc1cccc(C2(c3cccc(OC)c3)CC2C(=O)Nc2cccc3ccccc23)c1 (configuration not stated)	-5	0.8	1	13	-2.6	-5	-1.9	-1.4	-0.6
